Screens as filed in PubChem BioAssay.
FXIIa mix inh – blocks human factor XIIa in pooled compound mixtures. inhibition, % at 5 µM. purified FXIIa, fluorogenic substrate. P00748. hit rate 0.2% among 62,000. AID 684; in the data active = inhibition above about 20%, passing the limit was not always enough;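 also: 0% = enzyme without compound and 100% = no enzyme blank; some results filed as inactive read as strong as hits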
Target sequence (P00748 20-372 limits assumed): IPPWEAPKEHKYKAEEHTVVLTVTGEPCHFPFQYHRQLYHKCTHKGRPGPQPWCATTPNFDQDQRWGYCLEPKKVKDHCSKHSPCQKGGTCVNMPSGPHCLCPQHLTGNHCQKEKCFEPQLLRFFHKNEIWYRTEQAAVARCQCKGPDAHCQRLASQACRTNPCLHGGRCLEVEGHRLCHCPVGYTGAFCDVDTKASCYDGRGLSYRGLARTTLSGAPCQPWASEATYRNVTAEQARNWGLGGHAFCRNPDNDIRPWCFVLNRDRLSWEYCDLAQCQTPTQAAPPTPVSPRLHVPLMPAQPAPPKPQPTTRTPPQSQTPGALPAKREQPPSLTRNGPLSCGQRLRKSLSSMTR
Target sequence (P00748 373-615 limits assumed): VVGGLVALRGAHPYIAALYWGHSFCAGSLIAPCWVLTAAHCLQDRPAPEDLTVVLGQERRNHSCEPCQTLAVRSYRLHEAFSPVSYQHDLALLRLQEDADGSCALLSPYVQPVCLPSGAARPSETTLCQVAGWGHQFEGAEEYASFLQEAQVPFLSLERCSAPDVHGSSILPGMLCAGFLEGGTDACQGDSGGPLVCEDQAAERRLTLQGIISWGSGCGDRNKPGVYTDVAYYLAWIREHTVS
HER2 expr 66K – Her2 kinase expression inhibition | P04626 | SKBR-3 HER2 protein level, AlphaScreen, 18-24 h; stronger effect = lower value | HER2 level % of control, % at 10 µM | hit rate 0.69% among 65,000 | AID 645;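 active = HER2 level under 5% of the carrier-only control; inconclusive = no clear call, values can overlap the other calls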;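 also: 100% = DMSO carrier and 0% = 500 nM PU-H71 HSP90 inhibitor; lower value means stronger loss of Her2 protein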
TNAP act DEA – activators of human TNAP at intermediate phosphate acceptor | P05186 | purified TNAP, CDP-star luminescence, 100 mM DEA, 30 min; stronger effect = higher value; scale: 0 levamisole-inhibited, 1 vehicle-only enzyme | activation factor at 20 µM | 64,000 tested, under 10 active;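 active = activation factor of at least 2 at 20 µM, relative to controls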
Cdc25B block – human M-phase inducer phosphatase 2 inhibition; P30305; recombinant Cdc25B, OMFP fluorescence Ex485/Em525; inhibition, %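 (compounds tested at 10 µM final in the well)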; hit rate 0.1% among 65,000; AID 368; in the data active = inhibition above about 50%
Hsp90 inh – displaces geldanamycin probe from tumor Hsp90; P07900; NCI-N417 lysate Hsp90, Cy3B-geldanamycin FP displacement; inhibition, % at 30 µM; hit rate 0.35% among 64,000; AID 429;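 active = inhibition above 50%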;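 also: 0% = tracer plus lysate wells and 100% = tracer alone without lysate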
SF1 activator – activators of human nuclear receptor SF-1 | CHO-K1 Gal4-SF-1 LBD luciferase reporter; % increase over DMSO SF-1-specific signal | hit rate 1.9% among 65,000 | Q13285 | activation, % at 10 µM;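 active = activation above the mean activation of all tested compounds plus 3 SD, cut at about 50% in these data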
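Assay system – CHO-K1 cells with Gal4–hSF-1 LBD chimera plus Gal4-driven luciferase · Quantity – 4,000 cells per well · Times – compound added 1 h post-seeding, 20 h exposure at 37 °C, 5% CO2 · Measured by – luciferase light emission · Benchmarks – DMSO and mock-transfected background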
D1 mod – allosteric modulators of human D1 dopamine receptor; AID 641; P21728; hit rate 5.9% among 58,000; B-score at 10 µM; HEK293 D1, CRE-luciferase, dopamine EC30 potentiation; actives deviate in either direction;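 active = luminescence count or its row- and column-corrected plate score outside the 99.7% band of the plate's sample wells, on either side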
DUSP1 inh – blocks human MKP-1 phosphatase activity; P28562; recombinant MKP-1, OMFP hydrolysis fluorescence; inhibition, %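 (compounds tested at a single concentration somewhere between 10 and 100 µM)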; hit rate 0.15% among 65,000; AID 374;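 active = inhibition above about 50%, limit read from the data; inconclusive = inhibition over screen mean plus 3 SD, below that limit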;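 also: 0% = DMSO max control wells and 100% = wells with enzyme stopped by NaOH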
Target sequence (P28562 whole entry, looked up): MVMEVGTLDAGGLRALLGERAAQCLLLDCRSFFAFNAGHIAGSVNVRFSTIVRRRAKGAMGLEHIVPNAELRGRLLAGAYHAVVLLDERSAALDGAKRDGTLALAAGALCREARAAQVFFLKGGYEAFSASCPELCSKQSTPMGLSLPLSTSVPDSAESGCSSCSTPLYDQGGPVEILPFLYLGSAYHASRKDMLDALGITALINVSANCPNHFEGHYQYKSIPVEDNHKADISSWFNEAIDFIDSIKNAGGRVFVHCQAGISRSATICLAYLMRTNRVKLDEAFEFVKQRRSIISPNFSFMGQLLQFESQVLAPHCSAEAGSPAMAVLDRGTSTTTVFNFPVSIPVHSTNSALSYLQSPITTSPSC
RORA act – activates the human nuclear receptor RORA; P35398; CHO-K1 Gal4-RORA LBD luciferase reporter, luminescence; percent increase over mock-subtracted basal signal; activation, % at 10 µM; hit rate 1.5% among 65,000; AID 560;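 active = activation above the mean of all tested compounds plus 3 SD, cut at about 49% in these data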;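 also: 0% = DMSO-treated RORA cells and 100% = added signal equal to DMSO minus mock-transfected cells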
* = called active by the depositor; u = inconclusive; x = no result given. This is a random part of the collection (roughly 8.9% active in at least one column).

SMILES	FXIIa mix inh	HER2 expr 66K	TNAP act DEA	Cdc25B block	Hsp90 inh	SF1 activator	D1 mod	DUSP1 inh	RORA act
O=C(NCCc1ccccc1)c1nc2c(nnn2Cc2ccccc2Cl)c(=O)[nH]1	0	71	1	7	-1	14	x	34	24
O=S(=O)(c1ccccc1)N1CCN(c2ncnc3sc(-c4ccccc4)cc23)CC1	14	112	0.9	-15	-2	-16	x	5	15
NS(=O)(=O)c1ccc(S(=O)(=O)N(Cc2ccccc2F)CC2CCCO2)cc1 (configuration not stated)	0	93	0.8	1	-2	8	0.53	26	8
COC(=O)C1=C(C)NC2=C(C(=O)CCC2)C1c1cccc(C)n1 (configuration not stated)	4	97	0.9	2	4	-6	-0.2	-18	4
CCN(CC)S(=O)(=O)c1ccc2oc(C(=O)Nc3ccc(OC)cc3OC)c(C)c2c1	7	123	0.9	-11	1	7	0.34	19	2
O=C(NC1CCCCC1)C1c2ccccc2C(=O)N1Cc1ccco1 (configuration not stated)	6	112	1	0	-1	8	-0.07	0	-11
C[C@H](C(=O)C=[N+]=[N-])N1C(=O)c2ccccc2C1=O	8	90	1	-2	-2	-6	-0.096	-16	-17
Cc1ccc(N(CC(=O)Nc2ccc(C)cn2)S(=O)(=O)c2c(C)nn(C)c2C)cc1	13	82	0.9	3	1	14	x	12	-1
Cc1c(NC(=O)CN2C(=O)c3ccccc3S2(=O)=O)c(=O)n(-c2ccccc2)n1C	x	131	x	-1	-6	-4	-0.74	-2	4
c1ccc2nc3[nH]cnc3nc2c1	1	70	1	-9	x	5	x	5	5
COC(=O)C1=C(C(=O)c2ccccc2)C(c2ccc(OC)c(OC)c2)Nc2nnnn21 (configuration not stated)	4	115	1	-9	-4	-12	1	-22	-5
Cc1nn(-c2ccccc2)c(Cl)c1C1C(C#N)=C(N)OC2=C1C(=O)CCC2 (configuration not stated)	12	99	0.9	-9	x	-11	x	11	-23
C/C(CC1(O)/C(=N/O)CCc2nonc21)=N\O (configuration not stated)	1	84	0.9	-6	-2	6	0.22	8	15
CCOC(=O)Nc1ccc(S(=O)(=O)N2CCOCC2)cc1	9	94	1	-13	-3	-4	0.059	-1	2
O=C(NC1CCCc2ccccc21)C1CCN(S(=O)(=O)c2cccc3nonc23)CC1 (configuration not stated)	7	64	0.9	5	-2	1	x	13	18
CCOc1ccc2[nH]c(=O)c(CN(CCN3CCOCC3)Cc3nnnn3C(C)(C)CC)cc2c1	8	96	1	6	-2	5	0.15	0	-6
CCOc1ccc(N(CC)S(=O)(=O)c2ccc3c(c2)oc(=O)n3C)cc1	6	88	0.9	-13	3	-8	0.86	1	-13
CSc1ccc2[nH]c(=O)cc(C)c2c1	2	100	0.9	5	-1	6	-0.054	-27	-19
COc1cc(CNC2CCCCCC2)cc(OC)c1O	2	105	0.9	-2	1	2	-0.34	12	10
Cc1nc2oc3c(NCc4ccccn4)ncnc3c2c2c1COC(C)(C)C2	4	70	0.9	6	-7	6	12*	-3	-1
CCOC(=O)N1CCN(C(=O)CN(C)S(=O)(=O)c2ccc(OC)c(OC)c2)CC1	6	60	1	3	2	0	0.98	1	-6
COC(=O)c1cc(Br)c(=O)n(CCN2CCCCC2)c1	10	105	0.9	-1	-11	-13	-0.63	-15	-2
CCN(CC)C(=O)CN(c1ccc(F)c(Cl)c1)S(C)(=O)=O	1	116	0.9	-11	0	12	0.62	-1	-6
COC(=O)C(NC(=O)C(NC(=O)c1ccccc1)C(C)C)C(C)C (configuration not stated)	5	120	0.9	0	0	1	0.94	-11	-20
CC1CCN(S(=O)(=O)c2ccc(NC(=O)CSc3ncccc3C(=O)O)cc2)CC1	4	102	0.9	6	-2	-8	0.057	-11	5
CCCCOc1ccc(CSc2ncn[nH]2)cc1	3	90	1.2	-11	-2	44	-0.37	39	14
CCS(=O)(=O)N1CCC(C(=O)NCCCOC)CC1	4	70	0.9	-8	0	-2	-0.011	7	4
CCOC(=O)c1ccccc1NC(=O)CSc1nnc(Cc2cccn2C)n1-c1ccc(C)cc1	-12	47	0.9	-19	-4	10	3.1	25	-8
O=c1c2ccccc2nc2n1CCCCC2	9	168	0.9	-9	1	-11	-0.00063	-19	-15
COc1ccc(CCNc2nc(N3CCOCC3)nc(N3CCOCC3)n2)cc1OC	0	95	0.9	-14	-4	-5	2	10	10
COCCn1nnnc1C(c1ccc(O)c(OC)c1)N1CCc2ccccc2C1 (configuration not stated)	13	70	0.9	0	-6	17	0.65	u	3
COc1ccccc1OCC(=O)NCCNC(=O)COc1ccccc1OC	x	95	0.9	-6	1	9	-0.62	7	-16
Cc1cc(=O)oc(C)c1C(=O)NCCC(C)C	2	133	1	-2	1	1	0.31	27	2
O=S(=O)(NCC1CCN(S(=O)(=O)c2ccccc2)CC1)c1ccccc1	4	109	0.8	-14	-2	1	-0.28	9	-4
CCCc1[nH]nc2c1C(c1ccc(Br)s1)C(C#N)=C(N)O2 (configuration not stated)	4	124	1	-10	-2	16	2.5	3	2
COC(=O)c1cc(OC)c(OC)cc1NC(=O)c1ccc(Br)o1	-19	158	0.9	-5	-3	-15	2.7	13	-3
COC(=O)C(C)Oc1ccc2c3c(c(=O)oc2c1)CCCCC3 (configuration not stated)	6	102	0.9	-10	-6	13	0.56	-7	-5
Cc1ccc2c(c1)nnn2C1CCN(S(C)(=O)=O)CC1	3	87	0.9	3	-1	-13	-0.067	12	-16
COCCCN1Cc2cccc(C(=O)O)c2C1=O	-1	86	1	-14	-1	-27	-0.09	-4	13
CC(CC1C(C#N)=C(N)OC2=C1C(=O)CCC2)c1ccccc1 (configuration not stated)	8	80	0.9	-11	-2	-12	-0.7	4	1
CCCCNC(=O)c1ccc2c(c1)N(CC)C(=O)CS2	3	68	0.9	-3	-2	11	-0.74	-8	-10
CCOc1cc2[nH]c(=O)n(CC3CCC(C(=O)NC4CCCCC4)CC3)c(=O)c2cc1OCC (configuration not stated)	5	107	1	-5	-5	-3	-0.065	22	-19
CCOc1ccc(C(=O)N2CCCC2C(=O)O)cc1 (configuration not stated)	3	83	0.9	-19	-1	7	-0.39	0	-8
NC(=O)c1ccccc1NS(=O)(=O)c1cccs1	0	78	0.9	-10	3	6	0.92	8	-20
Cc1cn2c(nc1=O)OC1C(O)C(COC(=O)c3ccccc3)OC12 (configuration not stated)	10	91	0.9	-4	-4	-10	-0.36	-1	-14
C=CCOc1ccc(Cl)cc1C(=O)O	2	59	0.9	-11	-5	10	0.029	-5	-5
COCCCN1C(=O)C(=O)/C(=C(/O)c2ccc(OC(C)C)cc2)C1c1cccnc1 (configuration not stated)	5	112	0.9	0	-1	-6	0.72	-18	-7
C=CCn1c(CC(=O)OC)csc1=Nc1ccc(C(C)=O)cc1	6	88	0.9	-15	-4	18	x	-22	4
COc1ccc(N(CC(=O)Nc2cccc(SC)c2)S(C)(=O)=O)cc1Cl	8	70	0.9	-13	-3	7	0.39	5	11
Cc1ccc(N(CC(=O)N2CCN(c3ccc(F)cc3)CC2)S(=O)(=O)c2c(C)nn(C)c2C)cc1	-3	100	0.9	-8	-2	10	x	15	-8
Cc1ccc2oc(=O)n(CCCOc3ccccc3)c2c1	0	122	0.9	7	2	12	-0.23	1	24
CCOC(=O)Cn1cc(C(=O)OC)c2ccccc21	1	95	0.9	-13	-2	6	-0.096	-6	0
O=C(CN1CCN(C(=O)c2cccs2)CC1)NC1CCCCC1	-8	112	0.9	-7	-2	-15	0.88	-8	-8
CCCCC(=O)Nc1cccc2c1C(=O)N(c1ccccc1)C2=O	2	98	0.9	3	-1	-15	1.7	4	-14
CN(CC(=O)NCC1CCCO1)S(=O)(=O)c1cc(Cl)ccc1Cl (configuration not stated)	6	112	1	-4	-3	-12	0.015	3	-24
CCOc1cc(C)c(Cl)cc1S(=O)(=O)N(CC)CC	0	67	0.9	-5	-3	4	-2	2	0
COc1ccc(C(=O)CN2C3=NCCCN3c3ccccc32)cc1OC	3	95	0.9	-6	-3	8	-0.039	-3	4
Cc1nc2ccccc2c(=O)n1NC(=O)Nc1ccccc1	8	103	0.9	2	-1	-18	0.36	-2	-7
O=C(NCc1ccco1)c1ccc2c(=O)n(CC3CCCO3)c(=S)[nH]c2c1 (configuration not stated)	8	108	0.9	-12	2	17	-0.72	-4	-6
CC(N=c1ccccn1C(=O)Nc1ccc(Cl)cc1)c1ccco1 (configuration not stated)	-5	61	1	-10	0	35	-2.4	25	41

Next records
SMILES	FXIIa mix inh	HER2 expr 66K	TNAP act DEA	Cdc25B block	Hsp90 inh	SF1 activator	D1 mod	DUSP1 inh	RORA act
N#CCCN1CCN(S(=O)(=O)c2ccc(S(=O)(=O)N3CCOCC3)cc2)CC1	-18	80	1	-12	-4	7	-0.14	16	1
CCN1CCN(Cc2ccc(NC(=O)Nc3ccc(SC)cc3)cc2)CC1	10	89	1	4	-6	24	-1.9	-5	34
Cc1ccccc1CSc1nnc(C)n1N	7	89	0.9	-4	-3	14	-0.4	2	-3
CS(=O)(=O)N1CCCC(C(=O)N2CCOCC2)C1 (configuration not stated)	-1	102	0.8	-7	-1	16	0.41	-10	-15
Cc1ccc(CC2CC(=O)N(CCc3ccc4c(c3)OCO4)C2=O)cc1 (configuration not stated)	2	85	0.8	-13	0	7	0.45	4	17
C=CCNc1nc(-c2sc(NC(C)=O)nc2C)cs1	-14	82	0.9	-8	x	x	-0.078	22	x
Cn1c(=O)c2c(nc(NCc3ccc4c(c3)OCO4)n2Cc2ccccc2Cl)n(C)c1=O	7	124	0.9	20	-2	-8	3.8	-16	7
CN(CC(=O)Nc1ccc(F)c(F)c1F)c1cnccn1	8	63	1	-7	-2	-40	-0.022	21	-24
Cc1cccc(OCCn2c(NC(=O)c3ccco3)nc3ccccc32)c1	0	64	0.9	-2	0	6	0.38	-2	-10
O=C(C1CC1)N1CCc2cc(Br)cc(S(=O)(=O)NCCCN3CCCC3)c21	-28	x	0.9	-3	x	10	-0.34	6	4
CCN1CCN(CCC(=O)Nc2ccccc2OC)CC1	9	119	0.9	-9	1	-2	-0.55	-4	-12
Cc1nn(-c2ccccc2)c2[nH]c(=O)c(CNc3ccc(N4CCOCC4)cc3)cc12	-36	112	0.9	-14	1	4	0.56	5	-8
CCOc1ccc(N2C(=O)CC(Sc3nccc(C)n3)C2=O)cc1 (configuration not stated)	9	57	1	-13	-4	3	-0.39	5	-11
COc1ccccc1NC(=O)C1=C(C)NC(=O)NC1c1ccccc1F (configuration not stated)	4	101	0.9	-5	-1	-30	-0.41	6	-18
